# From PubChem BioAssay
# 12-LOX inh: blocks human arachidonate 12S-lipoxygenase; P18054; purified 12hLO, xylenol orange hydroperoxide absorbance; Potency, µM (titrated, usually from 108 µM), without a hit: at the top dose activity change, negative = inhibition, actives largely listed as inhibitors; hit rate 1.1% among 580,000; also: % is scaled to controls: 0 for no effect and ±100 for the full control effect
#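 Hydroperoxide product was detected by ferrous iron/xylenol orange as the 573 to 405 nm absorbance ratio. Arachidonic acid at 40 uM (final) was turned over for 30 min at room temperature by 150 nM human 12hLO, pH 7.0 Hepes buffer, after 15 min compound preincubation.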
# JMJD2A Tudor inh: JMJD2A Tudor domain (human) inhibition | O75164 | AlphaScreen JMJD2A-Tudor / H3K4me3 peptide binding | Potency, µM (top dose mostly 114 µM), inactives show top-dose activity change, negative = inhibition, actives largely listed as inhibitors | hit rate 4.4% among 390,000 | AID 504339; also: % is scaled to controls: 0 for no effect and ±100 for the full control effect; nearly all actives have a fitted effect of over 50% in size
# Tb PGK inh: inhibitors of T. brucei phosphoglycerate kinase. Potency, µM (doses to about 57.5 µM), for the others: at the highest dose activity change, negative = inhibition, hits mostly inhibitors. hit rate 0.043% among 380,000. P07378. PGK/GAPDH coupled, Kinase-Glo luminescence, 60 min; also: % is scaled to controls: 0 for no effect and ±100 for the full control effect; nearly all actives have a fitted effect of over 60% in size
#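 Recombinant glycosomal PGK reaction used 1,3-bisphosphoglycerate generated in-well by GAPDH (100nM final) in 100mM TEA pH 7.6, 5mM MgCl2, 0.01% Tween-20. After 60 minutes at room temperature, ATP was read by Kinase-Glo Plus luminescence end-point.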
# GLS inhibitor: blocks human kidney-isoform glutaminase activity; GLS enzymatic activity, qHTS titration; AID 624170; O94925; hit rate 0.21% among 410,000; Potency, µM (doses to about 45.5 µM), without a hit: top-dose activity change, negative = inhibition, usual class: inhibitors; also: % is scaled to controls: 0 for no effect and ±100 for the full control effect
#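 Assay buffer: 45 mM KH2PO4 pH 8.2, 0.02% Tween-20. hKGA acts on L-glutamine (1 mM solution added); product glutamate is reported by an oxidase/peroxidase Amplex Red coupling, with fluorescence taken at baseline and 30 min.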
# HP1b binding inh: inhibitors of HP1-beta chromodomain binding to methylated histone tails | P83916 | AlphaScreen HP1-beta / biotin-H3K9me3 peptide binding | Potency, µM (highest dose often 114 µM), for inactives: top-dose activity change, negative = inhibition, hits mostly inhibitors | hit rate 0.56% among 390,000; also: nearly all actives have a fitted effect of over 70% in size; inactives centre near 23
# Target sequence (P83916 whole entry, looked up): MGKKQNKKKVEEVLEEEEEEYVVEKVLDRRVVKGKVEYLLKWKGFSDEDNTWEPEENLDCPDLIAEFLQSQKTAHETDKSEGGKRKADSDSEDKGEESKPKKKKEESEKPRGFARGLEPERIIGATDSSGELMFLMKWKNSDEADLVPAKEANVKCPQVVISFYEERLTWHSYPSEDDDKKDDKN
#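 Compound inhibition of the preformed complex between 50 nM HP1-beta and 50 nM biotinylated H3K9me3 peptide was read by AlphaScreen. Buffer was PBS pH 7.4 with 0.01% Tween-20. Incubations ran 30 min at room temperature, with 10 ug/mL donor/acceptor beads.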
# Pin1 inhibitor: inhibitors of human Pin1; AID 504891; Potency, µM (series often up to 115 µM), inactives show at the highest dose activity, negative = inhibition, usual class: inhibitors; hit rate 0.009% among 390,000; Q13526; Pin1 FP peptide displacement, HiFluor488, 10 min; active = well fitted inhibition curve with a large enough effect in the polarisation, with a control signal flat, not every such curve was filed as active; inconclusive = small, poorly fitted or top-dose-only effect, or effect the other way, or a change in a side signal; inactive = no such curve, though single readings can be large or run the other way; the % refers to the polarisation; also: % is scaled to controls: 0 for no effect and ±100 for the full control effect
# Target sequence (Q13526 whole entry, looked up): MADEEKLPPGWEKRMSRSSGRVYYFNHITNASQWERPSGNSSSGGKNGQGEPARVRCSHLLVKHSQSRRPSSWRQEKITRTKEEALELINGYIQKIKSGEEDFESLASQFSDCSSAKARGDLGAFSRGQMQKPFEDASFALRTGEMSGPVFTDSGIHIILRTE
# TrxR1 inh: rat TrxR1 inhibition. O89049. recombinant rTrxR1, NADPH fluorescence consumption, selenite substrate. Potency, µM (highest dose often 114 µM), for inactives: top-dose activity change, negative = inhibition, hits mostly inhibitors. hit rate 1% among 390,000. AID 588453; also: % is scaled to controls: 0 for no effect and ±100 for the full control effect; nearly all actives have a fitted effect of over 65% in size
#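 Rat TrxR1 (90 nM in the dispensed reagent) was pre-reduced with 400 uM NADPH for 5 min at room temperature, then incubated with compound for 15 min. After 400 uM selenite was added, NADPH fluorescence (Ex 340/Em 450 nm) was followed for 8 min.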
# RGS4 inhibitor: inhibitors of human regulator of G protein signaling 4. Transcreener GDP fluorescence polarization, RGS4-accelerated GTP hydrolysis. P49798. hit rate 0.039% among 390,000. Potency, µM (top dose mostly 114 µM), for the others: top-dose activity change, negative = inhibition, actives largely listed as inhibitors; also: % is scaled to controls: 0 for no effect and ±100 for the full control effect; nearly all actives have a fitted effect of over 75% in size; some results filed as inactive show a strong effect at the top dose
# Target sequence (P49798 whole entry, looked up): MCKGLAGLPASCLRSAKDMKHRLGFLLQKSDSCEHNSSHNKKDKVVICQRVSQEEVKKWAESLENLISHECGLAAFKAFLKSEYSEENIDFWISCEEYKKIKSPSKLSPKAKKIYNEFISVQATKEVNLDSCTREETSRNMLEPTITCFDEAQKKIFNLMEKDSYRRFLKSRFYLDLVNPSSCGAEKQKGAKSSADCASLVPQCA
#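 MLSMR compounds (23 nl, pin-transferred) preincubated 10 min at room temperature with a 500nM (2x) first reagent, then RGS4 at 900nM (2x) plus Transcreener GDP mix added; fluorescence polarization (620/688 nm) read before and after 90 min at 30 °C.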
# ERG-DNA inh: blocks human ERG Ets domain binding to DNA | P11308 | fluorescence polarization, His-ERG Ets domain / labelled DNA | Potency, µM (doses to about 76.9 µM), for inactives: at the top dose FP activity, negative = inhibition, actives largely listed as inhibitors | hit rate 0.028% among 370,000; active = well fitted inhibition curve with a large enough effect in the polarisation, with a control signal flat; inconclusive = small, poorly fitted or top-dose-only effect, or effect the other way, or a change in a side signal; inactive = no such curve, though single readings can be large or run the other way; the % refers to the polarisation;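 also: polarization taken with two DNA probes labelled with fluorescein and Texas red; % of control where 0% means no effect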
# Target sequence (P11308 whole entry, looked up, the tested form may be a part): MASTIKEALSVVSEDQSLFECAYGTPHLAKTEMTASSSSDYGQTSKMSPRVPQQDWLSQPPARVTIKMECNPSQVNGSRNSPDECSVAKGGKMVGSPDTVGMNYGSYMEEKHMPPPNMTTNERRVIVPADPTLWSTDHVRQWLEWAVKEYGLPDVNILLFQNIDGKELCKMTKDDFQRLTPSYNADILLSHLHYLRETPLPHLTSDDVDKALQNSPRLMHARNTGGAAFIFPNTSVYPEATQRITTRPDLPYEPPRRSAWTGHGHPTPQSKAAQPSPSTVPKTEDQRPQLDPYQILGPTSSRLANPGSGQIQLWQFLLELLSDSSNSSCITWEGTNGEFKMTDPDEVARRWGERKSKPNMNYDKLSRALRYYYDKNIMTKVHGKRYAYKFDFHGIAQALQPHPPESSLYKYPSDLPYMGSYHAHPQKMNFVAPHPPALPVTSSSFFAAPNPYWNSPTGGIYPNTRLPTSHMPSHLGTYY
#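 His-tagged ERG Ets domain (1 uM in the protein solution; 300mM KCl, 50mM Tris-HCl, 1mM EDTA, 1mM DTT, pH 7.5) received compound, then a probe mix of 5 nM fluorescein-DNA and 100nM Texas-615-DNA. Fluorescence polarization was read for both dyes.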
# Numbers without * were called inactive; i = inactive; ? = inconclusive; . = no result given; [ ] = dose if it differs, or a comment. Unless noted, calls follow the shape of the dose curve; as a rule, active = well fitted curve in the direction sought with a large enough effect; inconclusive = small, poorly fitted or top-dose-only effect, or another doubt; inactive = no such curve, though single readings can be large; an effect the other way counts as inactive or inconclusive. Potency is read from the fitted curve at half-maximal effect. Not all compounds are listed, so the mix of outcomes need not match the whole.
12-LOX inh,JMJD2A Tudor inh,Tb PGK inh,GLS inhibitor,HP1b binding inh,Pin1 inhibitor,SMILES,TrxR1 inh,RGS4 inhibitor,ERG-DNA inh
36%[activator],-27%,-11%,15%,8%,0%,Cc1cc(/C=N/NC(=O)CC2(C)OCCO2)c(C)n1-c1cc(Cl)cc(Cl)c1,-7%,-25%,-3%
5%,-13%,3%,-1%,20%,-1%,COC(=O)COc1ccsc1C(=O)OC,0%,23%,1%
?,-14%,3%,-14%,8%,2%,Cc1ccc(CN(Cc2ccc(C)o2)C(=S)NCC(=O)O)cc1,10%[57.1 µM],-7%,-6%
421%[activator],-4%,-2%,2%,52%[activator],-3%,Cn1c(Cn2c(=O)sc3ccccc32)nnc1SCC(=O)N1CCc2ccccc21,23%,-28%,-3%
14%,?,-6%,1%,-6%,10%,CC[C@]12c3[nH]c4cc(-c5ccco5)ccc4c3CCN1C(=O)[C@@H](CC(=O)NCCc1ccccn1)C[C@@H]2C(=O)N1CCN(C(=O)c2ccco2)CC1,?,-39%,4%
16%,-10%,0%,1%,30%,-4%,CSc1ccccc1C(=O)N1CCC(n2nccc2NC(=O)C(C)(C)C)CC1,-7%,-8%,3%
0%,-19%,-4%,-9%,-25%,-1%,COc1ccc(NC(=O)c2cccn2-c2nnc(N3CCCCC3)s2)cc1,24%[57.1 µM],7%,3%
-5%,-7%,i,2%,28%,-2%,CCCCn1c(N)c(N(C)C(=O)c2ccc(-n3cccn3)cc2)c(=O)[nH]c1=O,26%,-3%,6%
?,-1%,3%,-7%,15%,-4%,COc1ccc(C2(c3ccc(OC)cc3)NC(=O)NC2=O)cc1,2%,-23%,0%
-2%,-17%,-12%,-1%,9%,-3%,Brc1cccc(-c2nnc3n2CCC3)c1,15%,14%,.
13µM*,?,?,-1%,-25%,-6%,O=C(O)c1cccc(NC(=S)NC(=O)c2ccc(-c3ccc(Cl)cc3)o2)c1,?,?,2%
2%,-17%,-12%,-8%,26%,-2%,O=C(O)C1C2C=CC(C2)C1C(=O)NC1CCN(Cc2ccccc2)CC1 (centres undefined),-18%,15%,1%

# Ordered by molecular weight (descending): 8 of the compounds above
12-LOX inh,JMJD2A Tudor inh,Tb PGK inh,GLS inhibitor,HP1b binding inh,Pin1 inhibitor,SMILES,TrxR1 inh,RGS4 inhibitor,ERG-DNA inh
14%,?,-6%,1%,-6%,10%,CC[C@]12c3[nH]c4cc(-c5ccco5)ccc4c3CCN1C(=O)[C@@H](CC(=O)NCCc1ccccn1)C[C@@H]2C(=O)N1CCN(C(=O)c2ccco2)CC1,?,-39%,4%
36%[activator],-27%,-11%,15%,8%,0%,Cc1cc(/C=N/NC(=O)CC2(C)OCCO2)c(C)n1-c1cc(Cl)cc(Cl)c1,-7%,-25%,-3%
16%,-10%,0%,1%,30%,-4%,CSc1ccccc1C(=O)N1CCC(n2nccc2NC(=O)C(C)(C)C)CC1,-7%,-8%,3%
-5%,-7%,i,2%,28%,-2%,CCCCn1c(N)c(N(C)C(=O)c2ccc(-n3cccn3)cc2)c(=O)[nH]c1=O,26%,-3%,6%
2%,-17%,-12%,-8%,26%,-2%,O=C(O)C1C2C=CC(C2)C1C(=O)NC1CCN(Cc2ccccc2)CC1 (centres undefined),-18%,15%,1%
?,-14%,3%,-14%,8%,2%,Cc1ccc(CN(Cc2ccc(C)o2)C(=S)NCC(=O)O)cc1,10%[57.1 µM],-7%,-6%
?,-1%,3%,-7%,15%,-4%,COc1ccc(C2(c3ccc(OC)cc3)NC(=O)NC2=O)cc1,2%,-23%,0%
5%,-13%,3%,-1%,20%,-1%,COC(=O)COc1ccsc1C(=O)OC,0%,23%,1%

# New compounds follow:
12-LOX inh,JMJD2A Tudor inh,Tb PGK inh,GLS inhibitor,HP1b binding inh,Pin1 inhibitor,SMILES,TrxR1 inh,RGS4 inhibitor,ERG-DNA inh
0%,-9%,3%,8%,18%,3%,Cc1cccn2c(=O)c(/C=C(\C#N)C(=O)NC3CCS(=O)(=O)C3)c(N3CC(C)OC(C)C3)nc12 (centres undefined),19%[57.1 µM],10%,6%
2%,-4%,7%,-2%,49%[activator],-3%,Cc1ccc(OCc2nc(-c3ccc(C(=O)NCc4ccc(OC(C)C)cc4)cc3)oc2C)cc1,8%,32%,3%
-11%,-6%,11%,-12%,46%[activator],4%,O=C(NCC1COc2ccccc2O1)C1CCN(S(=O)(=O)c2ccccc2)CC1 (centres undefined),1%,-7%,39%[activator]
1%,-18%,6%,-1%,31%,-1%,CC1CCCCN1CCCNc1ccc(C(CC(N)=O)NC(=O)Cc2ccc(Br)cc2)cc1[N+](=O)[O-] (centres undefined),20%[57.1 µM],11%,-11%
-7%,56µM*,i,-12%,7%[57 µM],-10%,Cc1ccc(Cl)cc1N1CCN(S(=O)(=O)c2cn(C)c(C)n2)CC1,13%[57.1 µM],-1%,-1%
16%,-13%,3%,-8%,65%[activator],-2%,Cc1ccc(COc2ccc(/C=N/NC(=O)c3nnn(-c4nonc4N)c3COc3ccc(F)cc3)cc2)cc1,22%,-31%[56.9 µM],3%
-4%,9%,i,-2%,99%[activator],11%,CCN(CC1CCCO1)C(=O)c1cc(COc2cc(C)c(Cl)c(C)c2)on1 (centres undefined),1%,-35%,7%
-25%,-30%,-1%,-6%,11%,36%[activator],Cc1ccc(-n2c(SCC(=O)N3CC(=O)Nc4ccccc43)nc3ccccc3c2=O)cc1C,14%,-22%,-7%
-5%,-11%,-6%,3%,30%,4%,CC1CCN(C(=O)c2[nH]cnc2C(=O)N(C)Cc2ccccc2)CC1,12%,-10%,-2%
0%,-9%,-2%,-19%,25%,0%,O=C(CSc1cccc2cccnc12)N/N=C/c1ccncc1,9%,-8%[56.9 µM],-2%
0%,5%,-6%,2%,46%[activator],2%,CC(C)(/C=N/NC(=O)CSCc1ccc(Cl)cc1)CCC#N,4%[57.1 µM],2%,2%
263%[activator],-8%,i,6%,29%,3%,Cc1onc(-c2ccccc2Cl)c1C(=O)Nc1ccc2c(c1)OCO2,8%,-5%,3%

12-LOX inh,JMJD2A Tudor inh,Tb PGK inh,GLS inhibitor,HP1b binding inh,Pin1 inhibitor,SMILES,TrxR1 inh,RGS4 inhibitor,ERG-DNA inh
-30%,-16%,-3%,3%,37%,1%,COc1ccccc1OCC(=O)OCc1cc(-c2ccco2)on1,-29%,0%,3%
?,-31%,-5%,-4%,9%,4%,CC(=O)Nc1ccc(Sc2ncccc2C(=O)Nc2cc(Cl)cc(Cl)c2)cn1,17%,-10%,-4%
?,-14%,14%,2%,19%,7%,Cc1cc(C)c2sc(N(Cc3cccnc3)C(=O)CCS(=O)(=O)c3ccccc3)nc2c1,-12%[57.1 µM],-9%,-1%
-6%,1%,-1%,2%,38%,16%,CCOCCCNC(=O)C(=O)Nc1c2c(nn1-c1ccccc1)CSC2,7%[57.1 µM],-25%,2%
-24%,-17%,-9%,6%,24%,-4%,O=C1Cc2cccc3cccc1c23,-12%,2%,.
-7%,-6%,8%,-2%,13%,5%,CCCN(CC(=O)Nc1ccc(C(N)=O)cc1)CC(=O)Nc1cc(Cl)ccc1Cl,-6%[57.1 µM],17%,-4%
-10%,-10%,-5%,2%,19%,1%,COc1ccc(S(=O)(=O)N(CC(=O)N2CCOCC2)c2ccc(F)cc2)cc1OC,13%[57.1 µM],-4%,-3%
?,-27%,-5%,2%,11%,19%,COc1ccc(C2C(O)C(c3c[nH]c4ccccc34)=NN2C(=O)CCl)cc1 (centres undefined),13µM*,2%,-22%
-2%,-3%,-3%,-1%,53%[activator],-9%,CSCCC(NC(=O)c1ccccc1)C(=O)O (centres undefined),11%,-7%,6%
0%,-19%[57.1 µM],-12%,-2%,-8%,6%,O=C(NCCCc1ccccc1)c1ccncc1,14%[57.1 µM],-10%[11.4 µM],-2%
-7%,18%,i,-1%,41%[activator],1%,Cc1cc(OCC(=O)NCc2ccncc2)ccc1Cl,8%[57.1 µM],-24%,0%
3%,-1%,-4%,-7%,103%[activator],2%,Cc1ccc(NC(=O)CNCc2cccs2)c(Br)c1,11%,5%,-2%

12-LOX inh,JMJD2A Tudor inh,Tb PGK inh,GLS inhibitor,HP1b binding inh,Pin1 inhibitor,SMILES,TrxR1 inh,RGS4 inhibitor,ERG-DNA inh
0%,225%[activator],-1%,0%,449%[activator],4%,CSc1nnc(-c2cc3c(s2)-c2ccccc2CC3)o1,55%[activator][57.1 µM],7%,4%
?,-11%,-5%,-7%,23%,-1%,COc1ccc(S(=O)(=O)n2cnc3cc(C)c(C)cc32)cc1,2%,-32%,2%
?,1%,1%,-9%,37%,6%,O=c1cc(-c2ccsc2)oc2ccccc12,7%,-1%,-5%
.,-12%,-4%,2%,38%,0%,CC1CN(S(=O)(=O)c2cccc(C(=O)N(CCc3ccccc3)Cc3ccccc3)c2)CC(C)O1 (centres undefined),4%,-37%,6%
-11%,-18%,-2%,4%,23%,-10%,CSc1nc(N)nc2c1ncn2CC(=O)NCc1ccccc1,19%,-1%,-1%
25%,-33%,3%,6%,2%,10%,O=C(CN1CCN(S(=O)(=O)c2ccc3ccccc3c2)CC1)N1CCc2ccccc2C1,13%,-50%,2%
-10%,-8%,-8%,3%,34%,1%,CC(=O)Nc1ccc(N=Cc2c(O)c3ccccc3oc2=O)cc1,16%,34%,16%
-16%,-9%,-5%,6%,16%,-2%,CCCCC(=O)Nc1cccn2ncnc12,10%[57.1 µM],10%,-1%
-17%,-2%,-3%,7%,4%,-4%,O=[N+]([O-])c1ccc(S(=O)(=O)NCCc2ccncc2)cc1,-11%[57.1 µM],10%,6%
